NPR2 activator = human GC-B receptor activators, primary screen, HEK293 GC-B cells, cGMP TR-FRET, EC30 CNP. Atrial natriuretic peptide receptor 2 (Homo sapiens), P20594. 0% at EC30 CNP, 100% saturating CNP. activation, % at 10 µM. 0.11% of 370,000 active;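 active means activation at 10 µM reaching about 35% in either raw or pattern-adjusted values, limit read from the data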
Target sequence (P20594 whole entry, looked up): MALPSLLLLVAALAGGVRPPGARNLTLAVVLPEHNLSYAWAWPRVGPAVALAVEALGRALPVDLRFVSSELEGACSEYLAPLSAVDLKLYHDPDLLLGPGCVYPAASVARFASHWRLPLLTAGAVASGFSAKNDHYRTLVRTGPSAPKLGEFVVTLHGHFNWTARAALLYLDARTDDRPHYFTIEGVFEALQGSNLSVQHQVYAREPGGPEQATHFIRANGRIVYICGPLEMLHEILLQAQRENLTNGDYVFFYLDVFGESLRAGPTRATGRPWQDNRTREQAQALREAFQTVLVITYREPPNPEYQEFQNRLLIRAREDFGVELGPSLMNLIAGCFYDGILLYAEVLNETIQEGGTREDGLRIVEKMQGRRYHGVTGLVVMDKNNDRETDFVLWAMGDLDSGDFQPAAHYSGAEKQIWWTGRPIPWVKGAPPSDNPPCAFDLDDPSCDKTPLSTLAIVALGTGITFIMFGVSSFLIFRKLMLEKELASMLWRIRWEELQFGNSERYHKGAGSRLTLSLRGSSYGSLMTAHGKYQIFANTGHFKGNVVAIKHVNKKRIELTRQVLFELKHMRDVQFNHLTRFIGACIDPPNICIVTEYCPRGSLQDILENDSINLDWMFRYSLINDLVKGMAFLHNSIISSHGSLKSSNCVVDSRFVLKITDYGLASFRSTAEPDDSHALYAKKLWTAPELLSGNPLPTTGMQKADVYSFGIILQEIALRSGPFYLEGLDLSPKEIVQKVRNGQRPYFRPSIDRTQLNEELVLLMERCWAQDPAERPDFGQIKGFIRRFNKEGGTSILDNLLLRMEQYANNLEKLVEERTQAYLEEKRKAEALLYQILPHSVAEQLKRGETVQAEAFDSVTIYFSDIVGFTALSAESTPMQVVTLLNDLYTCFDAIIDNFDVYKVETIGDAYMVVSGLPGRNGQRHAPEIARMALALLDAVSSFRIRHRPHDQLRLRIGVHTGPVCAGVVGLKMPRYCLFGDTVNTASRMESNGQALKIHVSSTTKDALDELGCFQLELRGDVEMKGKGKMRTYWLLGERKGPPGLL
ABHD4 inh = ABHD4 inhibitors, primary screen, biochemical, fluorescence polarization, mouse | purified mABHD4, FP-Rh probe fluorescence polarization | inhibition, % at 8.92 µM | 0.54% of 370,000 active | AID 720543, 2013;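 active means inhibition exceeding the mean over every tested compound plus 3 SD, cut at about 30% in these data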;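 further: 0% = plate median of compound wells and 100% = S159A mutant with DMSO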
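Material: mouse ABHD4 enzyme, wild type; Benchmarks: S159A mutant high control, sample median low control; Buffer or medium: HEPES pH 7.0, NaCl, Pluronic buffer; Signal: fluorescence polarization; Read-out: percent inhibition of probe binding, normalized to plate controls; Timing: pre-incubation 45 min, probe exposure 60 min, at 25 °C; Dosing: 8.92 µM, single dose.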
TCR CD3 inh = inhibitors of human TCR-CD3 interaction, primary screen, biochemical, fluorescence, TAMRA-labeled TCR probe | T-cell receptor (TCR) | inhibition, % at 9.4 µM | 0.37% of 360,000 active | AID 651800, 2012; in the data active means inhibition above about 19%;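 further: recombinant mutant TCR 2C K166C tagged with TAMRA read by polarization; 0% = receptor in buffer alone and 100% = receptor with positive control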
UHRF1 MBD2 ctr = UHRF1 methylated DNA binding inhibitors, primary screen, counter-screen for MBD2 inhibitor project, biochemical, TR-FRET, human UHRF1, single concentration. E3 ubiquitin-protein ligase UHRF1 (Homo sapiens), Q96T88. UHRF1 binding to methylated oligo. inhibition, % at 4.4 µM. 0.75% of 370,000 active; in the data active means inhibition above about 21%;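 further: UHRF1 SRA domain binding a hemimethylated CpG hairpin DNA probe; 0% = median of test compound wells and 100% = reference inhibitor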
rCAG RNA binder = binders of r(CAG) RNA repeats, primary screen, biochemical, fluorescence. r(CAG) RNA repeat, TO-PRO-1 dye displacement fluorescence. inhibition, % at 3 µM. 1.3% of 370,000 active;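 active means inhibition above the plate cutoff, the mean of all test compounds on that plate plus 3 SD, cut at about 35% in these data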;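 further: 0% = DMSO alone and 100% = 100 µM mitoxantrone as full dye displacement; higher means more dye released from RNA so lower well fluorescence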
MBD2 inh = inhibitors of MBD2 binding to methylated DNA, primary screen, biochemical, TR-FRET, DNA-binding domain, human. Methyl-CpG-binding domain protein 2 (Homo sapiens), Q9UBB5. MBD2 binding to methylated oligonucleotide. inhibition, % at 4.4 µM. 0.31% of 370,000 active. AID 686964, 2013; in the data active means inhibition above about 13%
HTRA1 inhibitor = HTRA1 serine protease inhibitors, primary screen, biochemical, fluorescence polarization, HTS. Q92743. recombinant HTRA1, FP-rhodamine activity-based probe. inhibition, % at 5.96 µM. 0.5% of 340,000 active. AID 504803, 2011; in the data active means inhibition above about 36%;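 further: 0% = enzyme with DMSO and 100% = wells lacking enzyme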
SIAE primary = human SIAE inhibitors, primary screen, biochemical, fluorescence polarization, FP-Rh probe, 1536-well HTS; Sialate O-acetylesterase (Homo sapiens), Q9HAT2; SIAE FP-Rh probe binding; inhibition, % at 9.66 µM; 0.69% of 370,000 active; AID 1053197, 2014;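 active means inhibition above a cutoff: mean of compounds within the control limits plus 3 SD of those, cut at about 17% in these data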;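 further: 0% = plate median of compound wells and 100% = probe without SIAE protein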
NPR1 activator = GC-A stimulated cGMP production enhancers – HEK293 GC-A cells, cGMP TR-FRET, EC30 ANP, primary screen | Atrial natriuretic peptide receptor 1 (Homo sapiens), P16066 | 0% at EC30 ANP, 100% saturating ANP | activation, % at 10 µM | 0.14% of 370,000 active; in the data active means activation above about 40%
PRMT1 FP inh = PRMT1 methyltransferase inhibitors, primary screen, biochemical, fluorescence polarization | Protein arginine N-methyltransferase 1 (Homo sapiens), Q99873 | recombinant PRMT1, activity-based probe fluorescence polarization | inhibition, % at 2.79 µM | 1.3% of 370,000 active | AID 652257, 2013;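 active means inhibition above about 21% made by adding two undisclosed values, limit read from the data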
Active calls of the source: *; nt = not tested or not shown. Only part of the results is shown, so the mix of outcomes need not match the whole.

SMILES	NPR2 activator	ABHD4 inh	TCR CD3 inh	UHRF1 MBD2 ctr	rCAG RNA binder	MBD2 inh	HTRA1 inhibitor	SIAE primary	NPR1 activator	PRMT1 FP inh
COc1ccc2oc(=O)cc(CN(C)Cc3ccccc3)c2c1	-3	-6	-6	0	-2	2	-12	0	0	3
O=C(c1ccc(Br)cc1)c1sc(N2CCOCC2)nc1-c1ccccc1	-6	-3	7	-2	1	-4	0	-3	-3	-5
Fc1cccc(/C=N/N=C/c2cccc(F)c2)c1	-10	-3	-4	16	-4	6	5	-2	3	2
Cc1ccc(-n2nnnc2C(=Cc2ccc(N(C)C)cc2)c2nnnn2-c2ccc(C)cc2)cc1	-1	3	2	-2	7	0	-2	-1	-3	1
CCOc1ncccc1C(=O)OCC(=O)c1cc(C)n(Cc2ccco2)c1C	7	-4	1	1	-9	-2	-23	9	4	-3
O=C(Oc1nsnc1N1CCOCC1)N1CCCC1	3	5	-4	0	-2	4	0	7	2	0
O=C(NC(=O)c1ccc(F)cc1F)Nc1ccc(Cl)cc1	-1	4	12	0	4	-4	7	-4	1	-1
O=C(Cn1c(=O)oc2cc(S(=O)(=O)N3CCCC3)ccc21)N1CCc2ccccc2C1	5	2	-4	4	3	4	3	0	3	1
C=CCOc1ccc(CNn2c(C)n[nH]c2=S)cc1OC	8	3	0	-1	-3	-6	-2	1	2	-3
O=C(NN=Cc1c(O)ccc2ccccc12)C1CC1	4	14	-2	-2	5	1	13	5	4	2
CSCc1ccc(C(=O)Nc2cccc(C)c2C)cc1	3	-2	4	-4	-3	4	4	-1	0	-2
O=S(=O)(c1ccccc1)c1nc(-c2ccco2)oc1NCc1cccnc1	9	2	3	3	4	3	2	7	1	32*
CCCC(=O)c1c[nH]c(C(=O)NCc2ccco2)c1	-3	10	7	-3	-2	2	2	-7	3	-2
O=C(CCN1C(=O)c2ccc(Br)cc2C1=O)NC1CCCCC1	-6	0	-1	0	-1	0	3	-2	-3	0
CCN(CC)C(=O)c1cn(CCC#N)nc1-c1ccc2ccccc2c1	-9	-3	8	0	3	3	2	1	-12	-2

Record cards, from the list above:
`Cc1ccc(-n2nnnc2C(=Cc2ccc(N(C)C)cc2)c2nnnn2-c2ccc(C)cc2)cc1` reads NPR2 activator: -1; ABHD4 inh: 3; TCR CD3 inh: 2; UHRF1 MBD2 ctr: -2; rCAG RNA binder: 7; MBD2 inh: 0; HTRA1 inhibitor: -2; SIAE primary: -1; NPR1 activator: -3; PRMT1 FP inh: 1
`O=C(Cn1c(=O)oc2cc(S(=O)(=O)N3CCCC3)ccc21)N1CCc2ccccc2C1` reads NPR2 activator: 5; ABHD4 inh: 2; TCR CD3 inh: -4; UHRF1 MBD2 ctr: 4; rCAG RNA binder: 3; MBD2 inh: 4; HTRA1 inhibitor: 3; SIAE primary: 0; NPR1 activator: 3; PRMT1 FP inh: 1

Remaining list, next part:
SMILES	NPR2 activator	ABHD4 inh	TCR CD3 inh	UHRF1 MBD2 ctr	rCAG RNA binder	MBD2 inh	HTRA1 inhibitor	SIAE primary	NPR1 activator	PRMT1 FP inh
O=C(Nc1ccccc1Cl)C1CCN(S(=O)(=O)c2cccc3nonc23)CC1	3	3	3	1	2	4	1	-9	-1	1
COc1ccc(NC(=O)Nc2cccc3ccccc23)cc1OC	0	0	-8	1	0	2	0	13	5	-1
O=[N+]([O-])c1ccccc1C(=Nc1ccccc1)c1c(O)cc(O)cc1O	-3	30*	-1	-7	45*	3	4	9	-4	15
CC1CC(C)CN(C(C)C(=O)Nc2cc(S(=O)(=O)N3CCCCC3)ccc2Cl)C1 (centres undefined)	-3	4	-7	-1	2	-1	-3	2	-1	2
COc1ccc(OC)c(N(CC(=O)Nc2cccnc2)S(=O)(=O)c2ccc(C)cc2)c1	-10	1	3	2	-3	-4	-7	-3	-10	-1
COCCN(CCOC)S(=O)(=O)c1ccc(C(=O)Nc2nnc(CSC)o2)cc1	-4	-5	-9	4	11	-2	1	11	2	0
Cc1ccc(S(=O)(=O)N2CCCCC2)cc1NC(=O)COC(=O)CNC(=O)c1cc(Cl)cc([N+](=O)[O-])c1	3	3	0	4	3	3	-3	-1	0	-1
Cc1noc(C)c1C(=O)OCC(=O)NCc1ccccc1	-1	1	-3	1	1	-2	-6	9	-4	1
CC1(C)C(=O)Nc2ccccc2N1C(=O)COC(=O)Cc1c(F)cccc1Cl	-1	-1	5	0	-5	-1	-12	-4	0	1
COc1ccc(CCNC(=O)c2ccc(OCc3c(C)noc3C)c(OC)c2)cc1	5	3	-2	-1	0	-2	1	2	0	0
S=C(c1ccc(OCc2ccccc2)cc1)N1CCCC1	1	-3	2	-4	-4	-1	-5	-1	3	-2
Cc1ccc(N2C(=O)N(CC(=O)c3cc(C)ccc3C)C(=O)C2C)cc1 (centres undefined)	1	-14	3	2	-5	-2	-20	2	3	2
COCCn1nc2cc(C(=O)NCc3cc(C(F)(F)F)cc(C(F)(F)F)c3)ccc2c1OC	1	-4	6	0	-8	-3	2	1	-1	-1
CCCC(=O)c1cc2c(cc1NC(=O)c1cccs1)OCCO2	0	4	6	-2	2	0	-5	-6	-6	-2
O=C(c1ccco1)N1CCN(C(=O)c2ccc(Br)o2)CC1	4	-1	-2	0	0	1	-3	-3	-1	-1
COC(=O)c1ccc(C(c2c(C)n(C)n(-c3ccccc3)c2=O)c2c(C)n(C)n(-c3ccccc3)c2=O)cc1	3	-3	-7	1	-4	-5	3	-2	1	-1
COc1cc(OC)c(NC(=O)c2cc(S(=O)(=O)N3CCOCC3)cn2C)cc1Cl	-13	-4	11	-2	4	2	-6	3	-21	-2
CCOC(=O)C1CCCN(C2=NC(=O)/C(=C/c3ccc(OC)c(OC)c3)S2)C1 (centres undefined)	3	5	2	-3	-3	-1	1	2	6	-6
COc1cccc(CNC(=O)COC(=O)CN2C(=O)NC3(CCCCC3C)C2=O)c1 (centres undefined)	8	3	-1	-2	-5	2	1	5	-1	1
COc1cc(NC(=O)c2cccs2)c(C(=O)OCC(=O)NCc2ccco2)cc1OC	-5	-9	5	-2	12	0	-5	-1	-1	1
O=C(Nc1ccc(OC(F)(F)F)cc1)c1cnc2n(c1=O)CCS2	-1	1	-1	2	0	-5	4	5	10	0
CC(=O)Nc1cccc(Oc2cc(C#N)c(C#N)cc2N2CCCCCC2)c1	7	-28	3	-2	-1	2	-83	-12	13	2
CCCCn1c(/N=C/c2ccc(N(C)C)cc2)nc2ccccc21	-3	-3	1	-1	2	-1	-5	5	-8	-1
COC(=O)c1c(NC(=O)c2ccco2)sc(C(=O)N2CCCC2)c1C	2	5	-6	2	-4	0	4	-2	3	-1
O=C1C=CC(=O)N1Cc1ccccc1	-2	3	-2	3	3	2	4	-1	2	-2
CC1CCC2(CC1)NC(=O)N(CC(=O)Nc1cccc(C#N)c1)C2=O (centres undefined)	1	-5	-6	3	1	2	7	0	3	1
CCCNC(=O)C1(C)CCCN(C(=O)c2ccc(C)c(F)c2)C1 (centres undefined)	-1	-2	-2	13	2	2	nt	-4	-1	0
CCN(CCNC(=O)c1ccc(CSc2nc3ccncc3[nH]2)cc1)c1ccccc1	1	-2	6	-2	3	-1	-2	3	3	-2
CCn1c(SCC(=O)O)nnc1-c1ccc2[nH]c(C)c(C)c2c1	-3	8	4	0	1	-4	7	5	0	-1
CC(C)(C)c1ccc(-c2nc(-c3ccncc3)no2)cc1	-3	0	5	2	-4	2	-9	8	-6	-4
CC(C)C1OC(CCc2ccccc2)Cc2[nH][nH]c(=O)c21 (centres undefined)	2	-2	-1	-2	16	1	nt	2	2	-2
Cc1ccc(-c2nnn(CC(=O)N(Cc3cccs3)C(C(=O)NC3CCCC3)c3ccncc3)n2)cc1 (centres undefined)	-5	-6	-3	-3	8	-3	-18	1	-6	4
CC(C)(O)C#Cc1ccc(CN2CCC(n3nccc3NC(=O)C3CC3)CC2)cc1	0	5	3	0	-6	-4	3	2	5	-3
CCOc1ccc(CCNC(=O)COC(=O)c2cccc(S(=O)(=O)N3CCCCC3)c2)cc1OCC	6	4	2	2	-2	1	-8	-2	0	0
CC(=O)N1c2ccc(S(=O)(=O)N3CCC(C(=O)Nc4cc(C)cc(C)c4)CC3)cc2CC1C (centres undefined)	3	4	-6	0	1	-2	-4	2	-3	0
CCc1cc(=O)oc2cc(OCC(=O)NCCCn3ccnc3)ccc12	-6	-5	4	0	0	-2	-3	-8	-5	-4
S=C(NCc1cccs1)Nc1cccc2ccccc12	-2	-4	1	-1	2	-2	-13	-5	4	-3
Cc1ccccc1-c1nn2c(-c3ccccc3)nnc2s1	-3	-10	3	-3	2	0	-20	0	-6	0
CCOc1ccccc1N(CC(=O)NCCSc1ccccc1)S(C)(=O)=O	5	-3	8	1	-8	-1	-3	0	-1	1
CC(C)CCN1C(=O)c2ccc(C(=O)Nc3ccc(Br)cc3C(=O)O)cc2C1=O	-2	-27	4	0	63*	-2	-37	-7	0	1
O=C(c1cccc2ccccc12)N1CCN(c2ccccc2F)CC1	4	-17	-2	1	-2	0	-7	8	-3	-1
CC1=C(C(=O)N(C)C)CC(CC(=O)NCCCCc2ccccc2)C(=O)N1Cc1ccc(C(C)(C)C)cc1 (centres undefined)	-4	7	-5	2	3	-4	-9	3	0	1
CCS(=O)(=O)N1CCC(C(=O)Oc2ccccc2OC)CC1	1	2	-8	-1	0	-7	7	4	-2	2
CCC(=O)N1CCc2cc(S(=O)(=O)NC(C(=O)NCc3ccc(C)cc3)C(C)C)ccc21 (centres undefined)	-7	1	-6	-1	-1	0	-3	-1	3	1
Cc1ccc(CNC(=O)c2cc3c(s2)CN(Cc2ccccc2)C3)cc1	-1	2	-4	0	-4	-1	-18	-5	2	4
CC(C)(C)OC(=O)C[C@H]1C/C=C\C[C@@H](CC(=O)NCCO)C(=O)N[C@H](Cc2ccccc2)COC1=O	-2	-3	5	-3	2	-6	2	0	3	1
Cc1ccc(NC(=O)c2cc(N3C(=O)C4CCCCC4C3=O)ccc2N2CCOCC2)cc1 (centres undefined)	3	3	3	0	-2	-6	13	2	5	-5
O=C(O)c1ccccc1-c1nc2ccccc2n1-c1ccccc1	1	5	-1	0	2	2	-4	14	1	-1
CC(=O)Nc1ccc(NC(=O)CSc2nccn2Cc2ccco2)cc1	1	6	1	3	0	3	-3	9	1	6
Cc1ccc(S(=O)(=O)N2[C@H](c3ccccc3)CC(=O)[C@@H]3CN(S(=O)(=O)c4ccccc4C)[C@H](c4ccccc4)C[C@@H]32)cc1	10	-3	0	-1	5	-6	nt	-2	1	1
CC(C)c1csc(CN2CCN(Cc3ccccc3)C(CCO)C2)n1 (centres undefined)	-4	3	-6	1	-6	1	1	2	0	3
CCN(CC)CCN(C(=O)c1ccc([N+](=O)[O-])cc1)c1nc2ccc(OC)cc2s1	-9	7	2	2	-4	6	-4	3	-12	-1
COc1cccc(NS(=O)(=O)c2ccc(S(=O)(=O)N3CCCC3)cc2)c1	-2	-10	3	0	5	-5	0	-3	3	-3
